High-throughput results deposited in PubChem by National Center for Advancing Translational Sciences (NCATS).
KCNH2 3.1 block – KCNH2 3.1 (human) potassium channel inhibition; U2OS KCNH2 3.1, thallium flux FluxOr; stronger effect = lower value; activity change, % (tested at about 1.8 µM); 340,000 tested, 0.95% active; AID 720553;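 active means maximum activity change below -70%; inconclusive means maximum activity change from -70% to -50%; inactive means maximum activity change above -50%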;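 further: thallium influx rate constant from kinetic fluorescence after stimulation buffer; on the % scale 0 is the no-effect control and ±100 the full control effect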
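We transduce U2OS cells with the mutant 3.1 virus, culture them overnight, load FluxOr with Red40 quencher for 45 min, then add stimulation buffer and read kinetically for 2 min to derive a normalized rate constant.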
hERG WT inh – blocks the wildtype human KCNH2 potassium channel. Q12809. U2OS, BacMam KCNH2, thallium flux FluxOr; stronger effect = lower value. activity change, % at 1.84 µM. 340,000 tested, 0.37% active;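 active means maximum activity change below -70%; inconclusive means maximum activity change between -70% and -50%; inactive means maximum activity change above -50%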; further: on the % scale 0 is the no-effect control and ±100 the full control effect
Target sequence (Q12809 whole entry, looked up): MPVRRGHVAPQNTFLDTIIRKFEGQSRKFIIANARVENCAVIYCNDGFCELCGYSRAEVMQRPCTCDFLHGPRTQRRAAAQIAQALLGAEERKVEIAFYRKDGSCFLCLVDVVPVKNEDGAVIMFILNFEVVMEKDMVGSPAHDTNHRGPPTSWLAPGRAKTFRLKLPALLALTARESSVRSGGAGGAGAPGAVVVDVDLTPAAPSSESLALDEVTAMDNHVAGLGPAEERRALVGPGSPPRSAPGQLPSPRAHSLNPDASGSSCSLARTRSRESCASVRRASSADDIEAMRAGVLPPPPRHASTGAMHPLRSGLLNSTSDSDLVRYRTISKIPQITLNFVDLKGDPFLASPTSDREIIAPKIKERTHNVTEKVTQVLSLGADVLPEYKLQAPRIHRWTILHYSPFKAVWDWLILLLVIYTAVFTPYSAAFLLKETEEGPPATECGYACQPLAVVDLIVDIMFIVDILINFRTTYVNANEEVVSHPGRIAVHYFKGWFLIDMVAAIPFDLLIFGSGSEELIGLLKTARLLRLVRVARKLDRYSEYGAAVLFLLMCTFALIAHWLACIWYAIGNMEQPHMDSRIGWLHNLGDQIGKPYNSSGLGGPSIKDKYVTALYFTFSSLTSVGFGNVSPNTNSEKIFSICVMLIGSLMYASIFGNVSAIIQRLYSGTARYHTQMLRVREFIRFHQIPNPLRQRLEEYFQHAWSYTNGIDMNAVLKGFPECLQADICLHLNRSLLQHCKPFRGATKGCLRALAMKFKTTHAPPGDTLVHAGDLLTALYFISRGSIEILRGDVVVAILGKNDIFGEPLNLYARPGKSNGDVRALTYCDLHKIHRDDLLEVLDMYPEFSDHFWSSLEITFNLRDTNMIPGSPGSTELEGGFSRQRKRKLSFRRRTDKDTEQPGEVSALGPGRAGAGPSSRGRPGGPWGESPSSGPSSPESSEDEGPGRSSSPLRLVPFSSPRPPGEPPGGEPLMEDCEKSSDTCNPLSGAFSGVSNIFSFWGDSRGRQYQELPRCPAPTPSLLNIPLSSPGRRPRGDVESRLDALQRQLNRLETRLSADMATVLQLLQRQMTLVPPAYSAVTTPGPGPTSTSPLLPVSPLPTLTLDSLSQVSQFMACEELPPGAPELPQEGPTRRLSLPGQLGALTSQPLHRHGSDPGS
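U2OS cells were transduced with wild-type KCNH2 virus (2.03 x 10^8 / mL) for 4 h at room temperature, then cultured overnight at 37 C. Thallium flux was read with FluxOr dye. Rate constants were normalized to DMSO controls.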
TCR act – activators of T cell receptors; primary human leukocytes, anti-CD3, IL-2 HTRF, 48 h; 330,000 tested, under 10 active; Potency, µM (highest dose often 9.22 µM), without a hit: at the highest dose activation of IL-2 secretion, usual class: activators; active means well fitted activation curve with a large enough effect; inconclusive means small, poorly fitted or top-dose-only effect, or another doubt; inactive means no such curve, though single readings can be large or run the other way; further: % of control where 0% means no effect
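TCR engagement came from a-CD3 beads alone, with compounds added to primary human leukocytes for 48 hr. Secreted IL-2 bridged europium cryptate- and d2-labelled anti-IL-2 antibodies, giving FRET emission at 665nm after 320nm excitation.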
The depositor's hits bear a star; u = inconclusive. This is a subset. The share of hits here may be higher or lower than overall.

smiles | KCNH2 3.1 block | TCR act | hERG WT inh
COc1ccc(C(CNC(=O)c2cccc(S(=O)(=O)Nc3ccc(F)cc3)c2)N2CCCCC2)cc1 (stereo not given) | -15.5 | 0.0% | 4.0
COc1cccc(SCc2noc(C(=O)NCCN(C)C)c2C(=O)NCCN(C)C)c1 | 14.3 | -3.0% | -9.2
O=C(Nc1ccccc1F)c1cc(-c2ccco2)nc2ccccc12 | -3.9 | -2.5% | -9.9
C(C#CCN1CCOCC1)#CCN1CCOCC1 | 18.4 | -5.9% | 4.0
CC(=O)Nc1ccc(S(=O)(=O)NC2(c3ccccc3)C(=O)N(C)C(=O)N(C)C2=O)cc1 | 3.0 | -0.2% | 8.0
Cc1ccnc(SCCn2c(N3CCOCC3)nc3c2c(=O)[nH]c(=O)n3C)n1 | -6.0 | -2.4% | 1.1
O=C1CC(c2ccccc2)Cc2nc(N3CCc4ccccc43)ncc21 (stereo not given) | -4.6 | 1.0% | 1.1
COc1ccc2nc3cc(Cl)ccc3c(Nc3ccc(O)c(CN4CCN(C)CC4)c3)c2c1 | -0.8 | -4.5% | 10.0
COc1ccc([C@H]2/C=C\CN(C(=O)CC(C)(C)C)[C@@H](C)C(=O)N2Cc2ccc(F)cc2)cc1 | 0.0 | -4.9% | -2.3
O=C(c1ccccc1)N1CCN(C(=O)c2ccccc2)c2ccccc21 | 3.3 | -6.2% | -4.8
COc1ccc(CCNC(=O)CNS(=O)(=O)c2ccc(Br)cc2)cc1 | -1.8 | 12.3% | -2.4
Cc1c(NS(=O)(=O)c2cccc(C(=O)OCC(=O)c3ccc(Cl)cc3)c2)c(=O)n(-c2ccccc2)n1C | -0.4 | 0.6% | 17.3
OCCCn1c(C(CO)Nc2nc(-c3ccc(Cl)cc3)cs2)nc2ccccc21 (stereo not given) | -7.1 | 7.3% | 3.5
O=C(Nc1ccccc1)P(=O)(O)c1ccccc1 | -4.9 | -4.1% | 3.7
CC(=O)OCC(=O)C1(O)CCC2C3CC(C)C4=CC(=O)C=CC4(C)C3(F)C(O)CC21C (stereo not given) | 2.8 | 1.1% | -1.3
N/C(=N\OC(=O)CCCN1C(=O)c2ccccc2C1=O)c1ccc(Br)cc1 | -1.3 | 2.5% | 14.1
OCCCn1c(C2CCCN2c2nc(-c3ccc(Cl)cc3)cs2)nc2cc(Cl)c(Cl)cc21 (stereo not given) | -18.0 | 10.1% | 15.1
Cc1cccc(NC(=O)c2cccc(S(=O)(=O)Nc3c(C)n(C)n(-c4ccccc4)c3=O)c2)c1 | 2.0 | 1.7% | -7.3
COc1ccc(C(C(=O)NC2CCCCC2)N(C(=O)c2ccco2)c2ccc(-n3cnnn3)c(C)c2)cc1 (stereo not given) | -6.3 | 5.6% | 1.5
N#Cc1cc2c(=O)n3ccccc3nc2n(Cc2cccnc2)c1=O | -5.7 | -4.3% | 43.0
COc1ccc(-n2c(SCC(=O)Nc3nccs3)nnc2-c2ccc(Cl)cc2)cc1 | -12.7 | -4.2% | -7.3
COc1ccc(CN(C)C(=O)c2cccc(S(=O)(=O)N3CCCc4ccccc43)c2)c(OC)c1OC | 12.5 | 0.4% | 2.7
CCOC(=O)c1c(SCCN2CCCCC2)n(-c2ccccc2)c(=S)n(-c2ccccc2)c1=O | -19.2 | -3.9% | 24.3
CCN(CC)S(=O)(=O)c1ccc(N2CCOCC2)c(NC(=O)CSCc2c(C)noc2C)c1 | 16.2 | -3.4% | 0.5
CS(=O)(=O)c1ccc(Cl)c(NC(=O)COC(=O)CCN2C(=O)C3CC=CCC3C2=O)c1 (stereo not given) | 2.1 | -2.4% | 9.6
CN(C(=O)/C=C/c1ccc(F)cc1)C1CCCCC1 | -4.9 | 2.8% | -8.8
COc1ccc(C2C(Oc3ccccc3)C(=O)N2c2ccc(C)c(C)c2)cc1OC (stereo not given) | 17.4 | 7.7% | -5.8
COc1ccc(Cl)cc1CC=NNC(=O)c1cccc(C)c1O | 10.8 | -2.0% | 18.6
COc1ccc(CNCCCn2cnc(C(=O)Nc3ccc(C)c(C)c3)n2)cc1 | -86.5* | -3.4% | 3.7
Cc1cccc2c(=O)n3c(cc12)-c1[nH]c2ccccc2c1CC3 | 7.9 | -5.7% | 7.9

For convenience, part of the list above:
smiles | KCNH2 3.1 block | TCR act | hERG WT inh
COc1ccc(Cl)cc1CC=NNC(=O)c1cccc(C)c1O | 10.8 | -2.0% | 18.6
COc1ccc(CNCCCn2cnc(C(=O)Nc3ccc(C)c(C)c3)n2)cc1 | -86.5* | -3.4% | 3.7
Cc1cccc2c(=O)n3c(cc12)-c1[nH]c2ccccc2c1CC3 | 7.9 | -5.7% | 7.9

(listing goes on)
smiles | KCNH2 3.1 block | TCR act | hERG WT inh
O=C(/C=C/Nc1ccc(F)cc1)c1cccs1 | -9.7 | 1.5% | 1.6
COc1ccn(C2CCCCO2)c(=O)n1 (stereo not given) | -7.6 | -2.7% | 0.1
O=C(Nc1c(Cl)cc2c(c1Cl)Cc1cc([N+](=O)[O-])ccc1-2)C(Cl)Cl | -19.5 | -2.3% | -4.9
Cc1nc2ccccc2nc1-c1ccc([N+](=O)[O-])cc1 | -6.1 | 2.6% | -4.5
O=C1Nc2ccc(C(=O)O)c(O)c2C1=O | 6.9 | -2.1% | -1.1
O=C(NCCc1ccccc1)c1ccc(NC(=O)C2CCCCC2)cc1 | 5.9 | 0.7% | 10.4
Cc1ccc(C)c(C2=NNC(=O)CC2)c1 | 1.5 | -3.0% | -0.7
CC1(C)CC(=O)C(c2ccccc2)(c2ccccc2)C(=O)C1 | 3.9 | -5.6% | 1.0
C=C(CN(C)C)C(=O)c1cc(C)ccc1C | -7.4 | 4.5% | -27.3
CC(Oc1ccccc1Cl)C(=O)Nc1ccc(S(=O)(=O)N2CCOCC2)cc1 (stereo not given) | 11.2 | 10.7% | 0.2
COC(=O)C[C@H]1c2cc(C(F)(F)F)ccc2S(=O)(=O)N1C(C)(C)C | -8.2 | 1.1% | 1.9
O=C(O)/C(=C\c1ccco1)NC(=O)c1ccc(Br)o1 | -10.2 | -1.0% | 2.7
COc1cc(CN(C)C(=O)C(=O)c2c[nH]c3ccccc23)ccc1O | 7.9 | -0.1% | -12.9
O=C(Oc1ccccc1)c1ccccc1C(=O)Oc1ccccc1 | -5.9 | -1.9% | 1.9
COc1ccc(-c2coc3cc(OC(C)=O)ccc3c2=S)cc1 | 14.6 | 8.5% | -8.1
Nc1ncnc(Nc2ccccc2Oc2ccccc2)n1 | 11.7 | -0.2% | 25.7
CN(C(=O)c1ccc(NC(=O)Cc2ccc(NC(=O)C3CCN(C(=O)C4CCCC4)CC3)cc2)cc1)C1CCCC1 | -4.2 | -0.5% | 6.6
COc1cc(Oc2ccccc2)nc(N)n1 | 10.6 | 9.0% | -1.5
C[C@H]1C=C(C(=O)O)O[C@@H](OCc2ccc(CO)cc2)C1 | -23.0 | -1.7% | -6.7
COc1ccccc1/C=N/Nc1nc(C)c(C(C)=O)s1 | 7.7 | 3.4% | 3.2
COc1ccc(OC)c(NC(=O)Nc2ccc3[nH]ccc3c2)c1 | 13.0 | -3.1% | 6.7
COCCN(C(=O)CSc1nc2ccccc2s1)c1c(N)n(Cc2ccccc2)c(=O)[nH]c1=O | -7.7 | 1.6% | -0.5
O=Cc1ccc(-c2cccs2)s1 | -30.8 | 6.7% | -34.0
C(=NN=C(NN=Cc1cccs1)NN=Cc1cccs1)c1cccs1 | -40.7 | -2.9% | 2.1
COc1cc(/C=C2\CCC(C)C3=C(c4cc(OC)c(OC)c(OC)c4)C(C#N)=C(N)OC32)cc(OC)c1OC (stereo not given) | 1.0 | -7.9% | -2.5
Cc1ccc2ccccc2c1CSc1nc(N)nc2c1ncn2CC(C)C | -45.4 | -4.7% | -17.8
CNC(=O)C1CC(=O)N(c2ccc(OCC(=O)Nc3ccccc3)cc2)C1 (stereo not given) | -0.7 | 4.4% | -5.5
Cc1cc(C(=O)c2ccccc2)cc(C)c1O | 5.6 | -3.0% | -11.9
CC[C@H](C)[C@H]1CNC(=O)C(=O)N1CC1CCN(CCc2ccccc2)CC1 | 3.6 | -0.6% | -1.1
CCCC[C@@H]1CCCO[C@@](C(=O)NCc2ccc(C)o2)(C(F)(F)F)C1 | -1.7 | 4.5% | -31.8
CC(C)(C)c1sc(N)nc1-c1ccccc1 | -8.5 | 1.0% | 6.3
CC(=O)[C@@H]1[C@@H](C)N(Cc2ccccc2)C(=O)N[C@H]1c1ccccc1 | 18.2 | 4.3% | -27.0
Cc1cc(C)nc(NC(=S)NC(=O)c2ccccc2F)n1 | 6.9 | -3.2% | 9.7
CC(=O)C[C@H]1c2cc(C(F)(F)F)ccc2S(=O)(=O)N1c1ccc(N(C)C)cc1 | -6.3 | 1.3% | 5.0
COCOc1cc(O)c(C(=O)/C=C/c2ccccc2)c(OCOC)c1 | -2.7 | 0.9% | -14.0
CC(CSc1n[nH]c(=S)s1)c1ccccc1 (stereo not given) | 6.1 | -3.0% | 0.7
CC[C@H]1C(Nc2ccccc2)C[C@@H]2CCN3C(=O)CC[C@H]1[C@H]23 (stereo not given in full) | -11.7 | -10.5% | -1.8
CCO[C@@H]1OC(C(=O)Nc2ccccc2)=C[C@H](C)[C@H]1CCCO | -21.8 | 0.5% | -4.6
O=C(Nc1ccc(C(=O)N2CCCCC2)cc1)C1CCC1 | 18.2 | -6.9% | 0.7
COc1cc2c(cc1OC)C(c1cc(OC)c(OC)c(OC)c1)C1(O)C(=O)OCC1(O)C2 (stereo not given) | -13.2 | 1.7% | -3.7
CCCCN(C(=O)c1cccc(S(=O)(=O)N(CC)c2ccccc2)c1)c1c(N)n(CC(C)C)c(=O)[nH]c1=O | -6.8 | 1.6% | -10.1
O=C1CCN(c2ccccc2)N1 | -3.8 | -4.1% | -0.2
COc1ccc2cc(Br)ccc2c1CC(=O)NCCCN1CCOCC1 | 1.7 | -11.2% | 7.8
O=C(NCc1ccc(OC(F)(F)F)cc1)c1cc(-c2ccccc2)nn1CC1CC(c2cccnc2)=NO1 (stereo not given) | -18.1 | -2.8% | -12.8
N#CC1=C(SCC(N)=O)NC(=O)CC1c1cccc2ccccc12 (stereo not given) | 6.4 | -4.6% | -0.7
CSc1ccc(C(=O)C2CCCN(C(=O)CCc3c(C)nn(C)c3C)C2)cc1 (stereo not given) | 2.6 | -1.7% | -11.8
CC1([N+](=O)[O-])COC(C=Cc2ccccc2)OC1 (stereo not given) | -23.2 | -2.4% | -3.9
COc1cc(C(=O)N2CCN(c3cccc(C(F)(F)F)c3)CC2)ccc1OCC(=O)N1CCOCC1 | 7.1 | -3.2% | 13.2
c1ccc(-c2ccc(-c3ccncn3)cc2)cc1 | 0.1 | -5.9% | -1.7
Cc1cccc(OCC(=O)OCC(=O)N2CCN(C(=O)c3ccco3)CC2)c1C | -5.6 | 11.5% | 6.4
CCCCN(C(=O)c1cccc(N2C(=O)c3ccccc3C2=O)c1)c1c(N)n(CCCC)c(=O)[nH]c1=O | -45.9 | -0.7% | -2.0
COCCN(C(=O)COC(=O)/C=C/c1ccc(SC)cc1)c1c(N)n(Cc2ccccc2)c(=O)[nH]c1=O | -0.1 | -4.7% | -19.3
O=C1C=CC(c2ccccc2)(c2ccccc2)CC1 | -9.7 | 0.1% | -4.1
CC[C@H](C)/C=C/C1=CC2=C(Cl)C(=O)[C@@]3(C)OC(=O)C(C(=O)[C@H](C)[C@@H](C)O)=C3C2=CO1 | 7.2 | -0.9% | -5.1
O=C1C=C(N2CCOCC2)CO1 | 0.1 | 3.0% | -7.9
Cc1sc2nnn(CC(=O)N3CCN(C(=O)c4ccco4)CC3)c(=O)c2c1C | -0.7 | -2.3% | -14.5
CCN(CC)c1ccc(/C=C2\CCC(/C=C(/C#N)C(=O)Nc3ccccc3F)=C2N2CCOCC2)cc1 | -0.6 | 13.2% | -0.1
CCOc1ccc(N2C(=O)CC(Sc3nc4ccc(OCC)cc4s3)C2=O)cc1 (stereo not given) | -17.4 | 0.5% | 12.3
OCCNc1nnc(-c2ccccc2)c(-c2ccccc2)n1 | -5.8 | -0.7% | 7.2
CC1=C(N2CCOCC2)CCC1=O | 5.9 | 1.5% | -12.7
C=CCN1C=C(C(C)=O)C(=O)CC1 | u | -5.0% | 0.3
